pAkt inh – HTS Assay for Inhibitors of Akt Phophorylation: Primary Screen; Neuro2A IGF-stimulated pAkt S473 HTRF, 20 min; stronger effect = lower value; activity change, % for hits at 50 µM; 360,000 tested, 0.32% active; in the data active = activity change below about -80%; inconclusive = mostly about -51% to -80%; also: % is scaled to controls: 0 for no effect and ±100 for the full control effect
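Neuro2A cells in DMEM with 0.5% FBS, overnight at 37 deg C, given compound at single 50 µM final, then IGF (6 nM final) for 20 min at 37 deg C. Lysed; phospho-Akt Ser473 by HTRF after 24 h, 665/615 ratio.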
FUS yeast rescue – qHTS for Suppressors of FUS Proteinopathy: Primary screen using FUS-linked yeast assay. S. cerevisiae FUS-expressing, growth rescue, OD600, 24 h. Potency, µM (doses to about 76.6 µM), without a hit: at the top dose growth rescue (activation), usual class: activators. 390,000 tested, 0.24% active. AID 1347120, 2019;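 also: potency is read from the fitted curve at half-maximal effect; plate controls were DMSO vehicle for no effect and reference control for full effect; nearly all actives have a fitted effect of over 55% in size; some results filed as inactive show a strong effect at the top dose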
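Quantitative HTS measuring growth restoration of FUS-toxic yeast. Galactose-induced cells (OD 0.005) were exposed 24hr at 30C to compounds at several concentrations, then absorbance at 600 nm was recorded.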
D3 antag – qHTS of D3 Dopamine Receptor Antagonist: qHTS; D3R cells, DiscoveRx beta-arrestin luminescence, antagonist mode; stronger effect = lower value; max response, negative = inhibition, %; 360,000 tested, 2.5% active; D(3) dopamine receptor (Homo sapiens), P35462; in the data active = max response below about -50%; inconclusive = no clear call, values can overlap the other calls; also: % is scaled to controls: 0 for no effect and ±100 for the full control effect; mostly tested at two doses, the higher about 12 µM
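Cells expressing the human receptor were seeded at 1500 cells/well, incubated overnight at 37 degrees C in 5% CO2, then exposed to library compounds with dopamine controls for 90 minutes at 37 degrees C before luminescent detection.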
aSyn rescue – qHTS of alpha-syn Inhibitors; Yeast expressing alpha-synuclein, growth rescue, BacTiter-Glo, 24 h; Potency, µM (highest dose often 46.1 µM), for inactives: top-dose growth rescue (activation), hits mostly activators; 370,000 tested, 0.14% active; also: potency is read from the fitted curve at half-maximal effect; % of control where 0% means no effect; nearly all actives have a fitted effect of over 65% in size
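Galactose-induced alpha-syn yeast (OD600=0.02, raffinose-pregrown) + pinned cpd, 24 hr, 30 deg C; growth by BacTiter-Glo luminescence. Growth restoration scores as activation.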
GLP-1R inv ag – qHTS of GLP-1 Receptor Inverse Agonists (Inhibition Mode). Glucagon-like peptide 1 receptor (Homo sapiens), P43220. 410,000 tested, 1.6% active. HEK293 GLP-1R CRE-luciferase, luminescence, 24 h; GLP-1R form is constitutively active. Potency, µM (series often up to 38.3 µM), inactives show top-dose activity change, negative = inhibition, hits mostly inhibitors; also: potency is read from the fitted curve at half-maximal effect; % is scaled to controls: 0 for no effect and ±100 for the full control effect; nearly all actives have a fitted effect of over 55% in size
Target sequence (P43220 whole entry, looked up): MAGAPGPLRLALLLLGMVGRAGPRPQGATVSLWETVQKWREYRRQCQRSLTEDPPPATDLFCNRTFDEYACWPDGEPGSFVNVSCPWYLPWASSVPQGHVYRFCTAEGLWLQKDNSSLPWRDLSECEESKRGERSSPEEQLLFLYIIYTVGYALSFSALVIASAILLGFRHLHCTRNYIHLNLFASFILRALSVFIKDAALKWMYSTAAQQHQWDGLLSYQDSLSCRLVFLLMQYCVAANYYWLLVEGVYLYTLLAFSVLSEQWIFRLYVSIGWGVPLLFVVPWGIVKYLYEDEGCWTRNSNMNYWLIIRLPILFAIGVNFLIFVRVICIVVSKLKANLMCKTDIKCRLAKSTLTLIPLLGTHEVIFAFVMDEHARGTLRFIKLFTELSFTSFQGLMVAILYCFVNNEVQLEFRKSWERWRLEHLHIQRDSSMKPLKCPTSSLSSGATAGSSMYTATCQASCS
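HEK293 cells stably co-expressing a cAMP-responsive luciferase reporter and constitutively active GLP-1R were seeded, incubated 12 h, then exposed to compounds for 24 h at 37 C. Luminescence was read 12 min after detection reagent; inverse agonists lower signal.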
TDP-43 yeast inh – qHTS of TDP-43 Inhibitors | TDP-43 expressing yeast growth rescue, BacTiter-Glo, 24 h | 410,000 tested, 1.8% active | Potency, µM (doses to about 46.1 µM), for inactives: top-dose growth rescue (activation), most hits filed as activators; also: potency is read from the fitted curve at half-maximal effect; % of control where 0% means no effect; nearly all actives have a fitted effect of over 50% in size
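Yeast cells expressing TDP-43 under galactose induction are exposed to compounds for 24 hr at 30 deg C. BacTiter-Glo luminescence measures growth, so protective compounds score as activators.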
PTHR1 ag – qHTS for PTHR1 Agonists: Primary Screen. HEK293 GP2 PTHR1 cells, GloSensor cAMP luminescence, 1 h. Potency, µM (top dose mostly 115 µM), inactives show at the top dose activation, actives largely listed as activators. 410,000 tested, 0.075% active; also: potency is read from the fitted curve at half-maximal effect; nearly all actives have a fitted effect of over 55% in size; some results filed as inactive show a strong effect at the top dose; inactives centre near -15; many of its hits are not listed in these tables
Target sequence (Q03431 whole entry, looked up): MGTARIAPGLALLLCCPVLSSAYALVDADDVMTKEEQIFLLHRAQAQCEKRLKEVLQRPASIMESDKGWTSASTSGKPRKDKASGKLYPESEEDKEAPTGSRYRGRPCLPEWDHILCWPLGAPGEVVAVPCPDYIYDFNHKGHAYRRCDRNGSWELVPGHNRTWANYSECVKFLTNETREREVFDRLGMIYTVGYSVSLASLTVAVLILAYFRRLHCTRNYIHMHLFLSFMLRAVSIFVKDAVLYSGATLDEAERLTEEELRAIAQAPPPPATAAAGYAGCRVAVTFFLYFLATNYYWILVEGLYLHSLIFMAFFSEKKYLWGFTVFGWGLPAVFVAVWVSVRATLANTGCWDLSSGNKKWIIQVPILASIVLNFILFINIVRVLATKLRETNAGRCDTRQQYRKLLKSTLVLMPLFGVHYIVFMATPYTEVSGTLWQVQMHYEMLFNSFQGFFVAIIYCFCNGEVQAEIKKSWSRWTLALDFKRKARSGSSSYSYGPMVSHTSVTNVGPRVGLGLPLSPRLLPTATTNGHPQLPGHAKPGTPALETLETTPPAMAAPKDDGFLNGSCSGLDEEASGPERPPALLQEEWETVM
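HEK-293-derived GP2 cells expressing PTHR1 and a GloSensor cAMP reporter, 3,000/well, plated overnight, given luciferin plus IBMX (each 0.5 mM as added) for 1 h at 37 °C, then compound for 1 h at 37 °C. Luminescence was read after 15 min at room temperature.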
Abeta yeast res – qHTS for compounds that reverse cellular toxicity of Amyloid beta (A-beta) peptide in yeast: Primary Screen | 410,000 tested, 0.063% active | yeast expressing A-beta42, growth rescue, OD600, 48 h; response scale: 0% DMSO, 100% iron-clioquinol control | Potency, µM (series often up to 46.1 µM), without a hit: top-dose growth rescue, actives largely listed as activators; also: potency is read from the fitted curve at half-maximal effect; nearly all actives have a fitted effect of over 55% in size
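Yeast growth medium received pinned compounds, then yeast cells expressing toxic A-beta were added; plates incubated at 30 C for 48 hr. Growth read as absorbance at 600 nm, normalized to DMSO and equimolar FeCl3 plus clioquinol controls.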
GLP1R ag – qHTS of GLP-1 Receptor Agonists; Glucagon-like peptide 1 receptor (Homo sapiens), P43220; HEK293 GLP-1R CRE-luciferase, luminescence, 4-6 h; cells express a hypersensitive GLP-1R form; Potency, µM (highest dose often 45.6 µM), for the others: at the top dose activation, hits mostly activators; 380,000 tested, 0.007% active; AID 624172, 2012; also: potency is read from the fitted curve at half-maximal effect; % of control where 0% means no effect
An asterisk follows results filed as active; i = inactive; ? = inconclusive; . = no result given; [ ] = remark or other dose. Unless noted, calls follow the shape of the dose curve; as a rule, active = well fitted curve in the direction sought with a large enough effect; inconclusive = small, poorly fitted or top-dose-only effect, or another doubt; inactive = no such curve, though single readings can be large; an effect the other way counts as inactive or inconclusive. An excerpt, so the mix of outcomes need not match the whole.

Structure	pAkt inh	FUS yeast rescue	D3 antag	aSyn rescue	GLP-1R inv ag	TDP-43 yeast inh	PTHR1 ag	Abeta yeast res	GLP1R ag
O=C(C1CCCN(S(=O)(=O)c2ccccc2)C1)N1CCN(c2ccccc2)CC1 (stereo not given)	i	21%	15	5%	-18%	-13%	-30%[inhibitor]	-2%	-5%
CCO/C=C/C(O)(CNC(=O)c1ccc(C(C)(C)C)cc1)C(F)(F)F (stereo not given)	i	13%	?	-3%	8.9µM*	2%	-18%	2%	-2%
Cc1cc(OC(C)C(=O)NCc2cccnc2)c2c(C)cc(=O)oc2c1 (stereo not given)	i	7%	21	0%	30%	-4%	-7%	6%	-2%
COc1ccc(NC(=O)c2cnc(N3CCOCC3)c3ccccc23)cc1OC	.	3%	.	.	27%	-8%	-99%[inhibitor]	-1%	.
Cc1ccc(C2CC(=O)C=C(O)C2)cc1 (stereo not given)	i	13%	7	-2%	1%	20%	i	-3%	-33%[inhibitor]
Cc1ccc(F)cc1NC(=O)CCc1c(C)nn(-c2ccc(N3CCCC3)nn2)c1C	.	0%	.	.	-3%	4%	i	12%	.
COCCn1c(SCC(=O)Nc2cccc(C)c2)nnc1C(C)C	i	14%	-14	1%	0%	3%	i	2%	-3%
CN(C)CCCN(C(=O)c1ccc2c(c1)CCCC2)c1nc2cc3c(cc2s1)OCO3	i	8%	-17	0%	2µM*	-13%	-25%	1%	9%
COC(=O)CCC(=O)c1oc2ccc(Br)cc2c1N	i	20%	12	6%	0%	0%	-8%[57.5 µM]	0%	1%
C=CCSC1=N/C(=C\c2cccnc2)C(=O)N1c1ccc(OC)cc1	i	.	-3	-9%	-21%	-9%	-19%	-7%	11%
COc1ccccc1Cc1c(-c2ccc(F)cc2)nc2ccc(Cl)cn12	i	11%	11	-12%	14%	?	i	-8%	-2%
COc1ccc(OC)c(NC(=O)C2C3C=CC(C3)C2C(=O)NCc2cccnc2)c1 (stereo not given)	i	10%	-11	3%	3%	-3%	-8%	6%	5%
O=C(CCNS(=O)(=O)c1cccc2nonc12)NC1CCCc2ccccc21 (stereo not given)	i	28%	1	0%	-1%	20%	-21%[57.5 µM]	-37%	2%
CN(C)CCN(C)C1CN(Cc2ccccc2)S(=O)(=O)C1 (stereo not given)	i	-21%	0	-4%	-13%	20%	-19%	-12%	8%
COc1cc2c(=O)c(C(=O)c3ccc(C)c(C)c3)cn(Cc3ccc(F)cc3)c2cc1OC	.	-9%	.	.	12%	20%	-15%	-6%	.
Cc1ccc2nsnc2c1S(=O)(=O)N1CCN(C)CC1	i	-5%	-6	-1%	10%	-3%	i	4%	7%
CSCCCNC(=O)c1ccc(OC2CCN(C(=O)c3cccnc3)CC2)cc1	i	-34%	4	1%	9%	9%	i	-6%	-3%
Cc1ccc(NC(=O)CN(C)C(=O)COC(=O)CNS(=O)(=O)c2ccc(Br)cc2Cl)cc1	i	16%	2	6%	15%	16%	i	8%	-3%
CCOC(=O)N1CCC(N2CCCC(C(=O)c3ccccc3OC)C2)CC1 (stereo not given)	i	5%	-21	-1%	?	-7%	i	-8%	-1%
O=C(NNC(=S)NCCc1ccccc1)c1ccc(Br)s1	i	22%	-18	0%	?	1%[9.22 µM]	-30%	-11%	7%
C=CCSc1nc2c(cnn2-c2ccccc2)c(=O)n1N	i	2%	-3	0%	-19%	?	-73%[inhibitor]	-19%	7%
CC(C)CCOc1ccc(C2=NNC(=O)CC2)cc1	i	16%	1	3%	151%[activator]	?	i	-15%	?
CC1CCCN(Cc2nc3c(c(=O)n(C)c(=O)n3C)n2CCCc2ccccc2)C1 (stereo not given)	i	-9%	-4	3%	-10%	-4%	-20%[57.5 µM]	-8%	10%
N#Cc1ccc(OCC(=O)Nc2cc(S(=O)(=O)N3CCOCC3)ccc2N2CCCC2)cc1	i	32%	-4	-2%[1.84 µM]	6%	2%	-8%	14%	5%
CN(CC(=O)Nc1ccccc1C(F)(F)F)C(=O)CCc1nc2sc3c(c2c(=O)[nH]1)CCCC3	i	21%	2	-2%	3%	0%	-6%	18%	5%

Carrying on.
canonical_smiles	pAkt inh	FUS yeast rescue	D3 antag	aSyn rescue	GLP-1R inv ag	TDP-43 yeast inh	PTHR1 ag	Abeta yeast res	GLP1R ag
COc1cccc(CNCc2cc(OC)cc(OC)c2)c1	i	-10%	0	3%	-20%	3%	-9%	24%	7%
CCOc1ccc(NC(=O)CCC(=O)Nc2cc(OC)c(NC(=O)c3ccco3)cc2OC)cc1	i	-5%	2	-3%	7%	-15%	0%	-15%	9%
CC1=NN(c2ccccc2C(=O)O)C(=O)C1N=Nc1ccccc1 (stereo not given)	i	0%	74	-24%	15%	6%	-36%[inhibitor]	-17%	-1%
O=C(N1CCCCC1)N1CCN(S(=O)(=O)c2ccccc2)CC1	i	16%	3	-2%	11%	2%	i	-4%	1%
COCOc1ccc(C2CC(=O)c3c(OCOC)cc(OCOC)cc3O2)cc1 (stereo not given)	i	18%	23	5%	?	4%	-29%	-38%[inhibitor]	2%
O=C(c1ccccc1)N1CCN(C2c3cccc4cccc(c34)C2NS(=O)(=O)c2ccccc2)CC1 (stereo not given)	i	?	16	3%	?	24%	i	3%	0%
O=C1CNc2ccc(C(=O)N3CCN(c4ccccn4)CC3)cc2N1	i	15%	13	7%	-11%	29%	i	9%	-5%
C=CS(=O)(=O)N(Cc1ccccc1Br)[C@H](CO)Cc1ccccc1	i	15%	20	14%	?	3%	-7%	-19%	3%
CC(C)OC(=O)CSc1nnc(-c2ccccn2)n1-c1ccccc1	.	6%	-10	-12%	-28%	-3%	-8%[57.5 µM]	-1%	2%
COc1ccc(-c2cn3cccnc3n2)cc1NC(=O)C(C)Oc1ccccc1 (stereo not given)	i	17%	4	-2%	29%	7%	-43%[inhibitor]	-2%	18%
CC1(C)N=C(SCC(=O)Nc2ccc(Cl)cc2)C(c2ccc(Cl)cc2)=N1	i	29%	36	-10%	0%	35µM*	i	4%	-8%
CC(C)(C)CC(=O)NCCCCCCNC(=O)CC(C)(C)C	i	.	14	11%	9%	5%	-19%	0%	-1%
COC(=O)c1cc2sccc2n1Cc1nc(-c2cccc(Br)c2)oc1C	.	3%	.	.	11%	6%	i	-5%	.
CSc1ccccc1NC(=O)CN(C)C(=O)c1ccc(-n2cccn2)cc1	i	-15%	0	-7%	25%	15%	i	-13%	11%
COc1ccccc1CC(=O)Nc1ccc(S(=O)(=O)N2CCN(C)CC2)cc1	i	.	-1	0%	6%	13%	i	3%	-4%

The closing 4 records of the part before lead into the next:
canonical_smiles	pAkt inh	FUS yeast rescue	D3 antag	aSyn rescue	GLP-1R inv ag	TDP-43 yeast inh	PTHR1 ag	Abeta yeast res	GLP1R ag
CC(C)(C)CC(=O)NCCCCCCNC(=O)CC(C)(C)C	i	.	14	11%	9%	5%	-19%	0%	-1%
COC(=O)c1cc2sccc2n1Cc1nc(-c2cccc(Br)c2)oc1C	.	3%	.	.	11%	6%	i	-5%	.
CSc1ccccc1NC(=O)CN(C)C(=O)c1ccc(-n2cccn2)cc1	i	-15%	0	-7%	25%	15%	i	-13%	11%
COc1ccccc1CC(=O)Nc1ccc(S(=O)(=O)N2CCN(C)CC2)cc1	i	.	-1	0%	6%	13%	i	3%	-4%
NC(=O)C1CCN(C2=C(Cl)C(=O)c3ccccc3C2=O)CC1	i	12%	-75*	-4%	?	13µM*	-33%[inhibitor]	-20%	-14%
CCN(Cc1ccccc1)C(=O)CSc1n[nH]c(N)n1	i	11%	6	-1%	2%	-3%	i	-12%	1%
O=c1[nH]nc(Cc2ccc(Cl)cc2Cl)c2ccccc12	i	10%	8	-9%	1%	-17%	-30%[inhibitor]	9%	9%
O=C1C=C(c2cccc(Cl)c2O)C[C@@H](c2ccc(Cl)cc2)C1	i	?	-1	-15%	?	3.2µM*	i	-34%[inhibitor]	3%

A draw from above in order of length of the SMILES, descending:
canonical_smiles	pAkt inh	FUS yeast rescue	D3 antag	aSyn rescue	GLP-1R inv ag	TDP-43 yeast inh	PTHR1 ag	Abeta yeast res	GLP1R ag
COc1ccccc1CC(=O)Nc1ccc(S(=O)(=O)N2CCN(C)CC2)cc1	i	.	-1	0%	6%	13%	i	3%	-4%
O=C1C=C(c2cccc(Cl)c2O)C[C@@H](c2ccc(Cl)cc2)C1	i	?	-1	-15%	?	3.2µM*	i	-34%[inhibitor]	3%
CCN(Cc1ccccc1)C(=O)CSc1n[nH]c(N)n1	i	11%	6	-1%	2%	-3%	i	-12%	1%

Bioassay records: PubChem, National Center for Advancing Translational Sciences (NCATS)
